Source: PubChem (National Center for Advancing Translational Sciences (NCATS))
KB-V1 cytotox = kills drug-selected multidrug resistant KB-V1 cells | Potency, µM (titrated, usually from 46.1 µM), for the others: at the highest dose activity change, negative = cytotoxicity, usual class: cytotoxic | KB-V1 MDR cells viability, CellTiter-Glo, 72 h | hit rate 3.4% among 400,000; also: potency is read from the fitted curve at half-maximal effect; % is scaled to controls: 0 for no effect and ±100 for the full control effect; nearly all actives have a fitted effect of over 60% in size
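Readout: CellTiter-Glo luminescence, 10 min after addition. Cells: KB-V1 MDR subline, 72 h at 37 degrees C with compound. Analysis: corrected, normalized data fitted to concentration-effect curves.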
KB-3-1 tox = KB-3-1 parental cell cytotoxicity; AID 1347075; Potency, µM (titrated, usually from 46.1 µM), without a hit: top-dose activity change, negative = cytotoxic, most hits filed as cytotoxic; hit rate 1.4% among 400,000; KB-3-1 viability, CellTiter-Glo ATP luminescence, 72 h; also: potency is read from the fitted curve at half-maximal effect; % is scaled to controls: 0 for no effect and ±100 for the full control effect; nearly all actives have a fitted effect of over 60% in size
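Screening of KB-3-1 cells (DMEM, 10% FBS, phenol-red free) ran from lowest to highest compound concentration; after 72 h at 37 °C viability was read luminescently and curves fitted.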
IL-1B inflam inh = inflammasome signaling inhibition, IL-1 beta readout | hit rate 4.7% among 360,000 | activity change, % at 57.5 µM | THP-1 LPS/ATP IL-1B secretion, AlphaLISA, 16 h; hits give low values | AID 743279; in the data active = activity change below about -50%; inconclusive = mostly about -30% to -49%; also: % is scaled to controls: 0 for no effect and ±100 for the full control effect
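THP-1 cells pretreated 1 hr with compounds (up to 57.5 uM final), then stimulated with LPS (250 ng/mL final) plus ATP (1.25 mM final); secreted IL-1B measured by AlphaLISA after 16 hr, decreased signal indicating inhibition.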
ATXN viability = viability counter-screen for ATXN expression inhibitors. S2 cells (HEK-293 line with an ATXN2-luciferase reporter) viability, CellTiter-Fluor protease fluorescence, 24 h. Potency, µM (series often up to 56.7 µM), hits mostly cytotoxic. hit rate 0.49% among 400,000; also: potency is read from the fitted curve at half-maximal effect; nearly all actives have a fitted effect of over 40% in size
ATXN2 expr inh = inhibitors of ATXN2 expression. Potency, µM (doses to about 57 µM), without a hit: at the top dose activity change, negative = inhibition, actives largely listed as inhibitors. HEK-293 ATXN2-luciferase reporter, luminescence, 24 h. hit rate 0.72% among 360,000. AID 1745845; also: potency is read from the fitted curve at half-maximal effect; % is scaled to controls: 0 for no effect and ±100 for the full control effect; nearly all actives have a fitted effect of over 55% in size
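qHTS (up to 57 uM final) was run with 24 h compound exposure of reporter cells at 37 °C. Each well was multiplexed: SteadyGlo luminescence measured ATXN2-luciferase expression after a fluorogenic Gly-Phe-AFC viability readout (25 uM final).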
HT1080 IDH1KD tx = toxicity to HT-1080 IDH1 knockdown cells (counter line); HT-1080 IDH1 knockdown viability, ATP luminescence, 48 h; hit rate 2% among 360,000; Potency, µM (highest dose often 46.1 µM), for the others: top-dose activity, negative = toxicity, most hits filed as cytotoxic;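 also: potency is read from the fitted curve at half-maximal effect; 0% = DMSO wells and -100% = cell-free medium wells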
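Luminescent ATP read-out (CellTiter-Glo, 10 min at room temperature) after 48 h compound exposure at 37 °C gave viability of IDH1-knockdown HT-1080 cells. Activity was normalised to DMSO and cell-free wells, then fitted as concentration-response curves.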
HT1080NT lethal = kills 2HG-producing HT-1080-NT fibrosarcoma cells. HT-1080-NT fibrosarcoma viability, CellTiter-Glo ATP luminescence, 48 h. Potency, µM (doses to about 46.1 µM), for the others: top-dose activity, negative = less viability, actives largely listed as cytotoxic. hit rate 1.6% among 360,000. AID 686970;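 also: NT is the 2HG producing partner of a matched IDH1 knockdown line; potency is read from the fitted curve at half-maximal effect; 0% = DMSO-treated cells and -100% = media-only wells without cells; nearly all actives have a fitted effect of over 55% in size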
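Read-out is CellTiter-Glo luminescence after 10 minutes at room temperature, following 48 hours' compound treatment of HT-1080-NT cells (750 cells/well, RPMI, 5% FBS, 37 degrees C).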
SW480 rereplic = inducers of DNA re-replication in SW480 colon cancer cells | AID 624297 | Potency, µM (doses to about 46.1 µM), for the others: at the highest dose re-replication activation, actives largely listed as activators | hit rate 1.8% among 340,000 | SW480 DNA re-replication, Hoechst DNA content imaging, 48 h; also: potency is read from the fitted curve at half-maximal effect; % of control where 0% means no effect; nearly all actives have a fitted effect of over 55% in size
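DNA re-replication was detected as more nuclei of elevated Hoechst intensity after 48 hr exposure to compound (23 nL pinned per well of 250 cells).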
MCF10A rereplic = inducers of DNA re-replication in MCF 10A breast cells; MCF 10A DNA re-replication, Hoechst nuclear intensity, 48 h; Potency, µM (highest dose often 46.1 µM), for the others: at the top dose activity, positive = re-replication, usual class: activators; hit rate 2.9% among 350,000; AID 624296; also: potency is read from the fitted curve at half-maximal effect; % of control where 0% means no effect; nearly all actives have a fitted effect of over 50% in size
* hit, by the source's call; i = inactive; ? = inconclusive; / = not tested or not shown; & = joins results of further samples; [ ] = another dose, or the depositor's remark. Unless noted, calls follow the shape of the dose curve; as a rule, active = well fitted curve in the direction sought with a large enough effect; inconclusive = small, poorly fitted or top-dose-only effect, or another doubt; inactive = no such curve, though single readings can be large; an effect the other way counts as inactive or inconclusive. Rows are unselected. About 11% of those tested had a hit in this group.

canonical_smiles | ATXN2 expr inh | HT1080NT lethal | IL-1B inflam inh | KB-V1 cytotox | SW480 rereplic | HT1080 IDH1KD tx | KB-3-1 tox | ATXN viability | MCF10A rereplic
CCc1cccc(CC)c1NC(=O)Cn1c(-c2ccc(F)cc2)noc1=O | 17% | -1% | 0 | -23% | 0% | 15% | -5% | i | -13%
Cc1ccc(Sc2oc(/C=N/n3cnnc3)cc2Br)cc1 | -2% | 0% | 6 | -6% | -1% | ? | -3% | i | -4%
Cc1ccc2nccc(C(=O)N3CCCC(Nc4ccc(F)cc4)C3)c2c1 (stereo unspecified) | 0% | -2% | 22 | / | 11% | 0% | / | i | 7%
CCOC(=O)C1=CC[C@@H](c2ccccc2)N(S(=O)(=O)c2ccc(C)cc2)[C@H]1c1ccc(CC)cc1 | 7% | -4% | 53 | -16% | / | -8% | -2% | i | /
CCOC(=O)CN1NC2(CCC(C)CC2)NC1=S (stereo unspecified) | 0% | -12% | -5 | -5% | -1% | -17% | 5% | i | 6%
CC(=O)Nc1ccc(S(=O)(=O)N(Cc2ccccc2)c2ccccc2)cc1 | 0%[11.3 µM] | -26% | 24 | -12% | -3% | ? | -2% | i | -3%
Cc1cccc(CCNC(=O)c2nnc(Cc3ccc(Cl)cc3)o2)c1 | -12% | -3% | -10 | 1% | -1% | -1% | 14% | i | -1%
COc1ccc(NC(=O)c2cccc(NC(=O)C3C4CC5OC(=O)C3C5C4)c2)c(OC)c1 (stereo unspecified) | -10% | 18% | -4 | ? | -3% | 17% | ? | i | -3%
COc1ccc(/C(N)=N/OC(=O)CCCc2ccccc2)cc1OC | 6% | 5% | 21 | ? | -59% | 12% | 0% | i | ?
C/C(CC(=O)NC1CCCCCC1)=N\NC(=O)c1cnccn1 | 4% | -2% | 2 | -22% | 0.52µM* | -8% | 0% | i | -3%
COc1ccc(C(=O)NCC(=O)OCC(=O)NCc2ccco2)cc1 | / | 9% | 15 | 17% | -4% | 4% | 3% | / | 3%
O=C(COC(=O)CCCOc1ccc(Cl)cc1Cl)NCc1ccc(F)cc1 | ? | 19% | 0 | ? | -2% | 13% | 19% | i | 3%
Cc1cc(C)c(S(=O)(=O)N2CCN=C2c2ccccc2)cc1C | -10% | -2% | 30 | -12% | 13% | -17% | -5% | i | 0%
CCN(CC)C(=O)c1cc(C(C)(C)C)c(O)c(C(C)(C)C)c1 | -9% | 6% | -12 | -3% | -5% | -11% | -3% | i | 7%
O=C(COC(=O)c1ccc(NS(=O)(=O)c2ccc3c(c2)OCCO3)cc1)NCC1CCCO1 (stereo unspecified) | 1% | -4% | 10 | 11% | 0% | -3% | 5% | i | 0%

Ordered by length of the SMILES (low to high): some entries from above.
canonical_smiles | ATXN2 expr inh | HT1080NT lethal | IL-1B inflam inh | KB-V1 cytotox | SW480 rereplic | HT1080 IDH1KD tx | KB-3-1 tox | ATXN viability | MCF10A rereplic
C/C(CC(=O)NC1CCCCCC1)=N\NC(=O)c1cnccn1 | 4% | -2% | 2 | -22% | 0.52µM* | -8% | 0% | i | -3%
COc1ccc(/C(N)=N/OC(=O)CCCc2ccccc2)cc1OC | 6% | 5% | 21 | ? | -59% | 12% | 0% | i | ?
Cc1cc(C)c(S(=O)(=O)N2CCN=C2c2ccccc2)cc1C | -10% | -2% | 30 | -12% | 13% | -17% | -5% | i | 0%
CC(=O)Nc1ccc(S(=O)(=O)N(Cc2ccccc2)c2ccccc2)cc1 | 0%[11.3 µM] | -26% | 24 | -12% | -3% | ? | -2% | i | -3%
COc1ccc(NC(=O)c2cccc(NC(=O)C3C4CC5OC(=O)C3C5C4)c2)c(OC)c1 (stereo unspecified) | -10% | 18% | -4 | ? | -3% | 17% | ? | i | -3%
CCOC(=O)C1=CC[C@@H](c2ccccc2)N(S(=O)(=O)c2ccc(C)cc2)[C@H]1c1ccc(CC)cc1 | 7% | -4% | 53 | -16% | / | -8% | -2% | i | /

Continuation:
canonical_smiles | ATXN2 expr inh | HT1080NT lethal | IL-1B inflam inh | KB-V1 cytotox | SW480 rereplic | HT1080 IDH1KD tx | KB-3-1 tox | ATXN viability | MCF10A rereplic
CCc1ccccc1OCC(=O)N(CC)CC(=O)NCc1ccc(F)cc1 | / | -4% | -13 | -13% | -1% | -1% | 1% | i | ?
Cc1ccccc1NC(=O)Cn1c(=O)n(Cc2ccco2)c(=O)c2cccnc21 | 2% | / | / | 5% | / | / | 9% | i | /
O=C(Nc1nnc(S(=O)(=O)N2CCCCCC2)s1)c1ccccc1F | 32%&21%[activator] | -1% | -8 | 4%&2% | -4% | -10% | -5%&1% | i | 8%
COc1ccc(OC)c(N/C(N)=N/c2nc(C)cc(C)n2)c1 | -21% | 5% | -77* | -16% | ? | 6% | -17% | i | -1%
Cc1cccc(Nc2nc(-c3ccc(F)cc3)cs2)n1 | ? | -3% | -22 | ? | 1% | -15% | 0% | ? | 7%
Cc1ccc(-n2nc3c(N4CCC(C(=O)NCCC(C)C)CC4)nnc(C)c3c2C)cc1 | -5% | / | / | -6% | / | / | -21% | i | /
CC(=O)N1c2ccc(S(=O)(=O)N3CCC(C(=O)NC4CCCCC4C)CC3)cc2CC1C (stereo unspecified) | 8% | 0% | 2 | -15% | 3% | 13% | -10% | i | 1%
O=C(Nc1ccc(Br)cc1F)c1cccnc1 | 35%[activator] | 7% | -24 | -3% | ? | 5% | ? | i | 0%
Cc1ccc(NC(=O)c2csnn2)c(C)c1 | 5% | 12% | -11 | -10% | -1% | 1% | -8% | i | 4%
Cc1ccc(C2=NN(C(=O)CN3CCN(C4CCS(=O)(=O)C4)CC3)C(c3ccco3)C2)cc1 (stereo unspecified) | -12% | 2% | 13 | 10% | 2% | 5% | 1% | i | -2%
O=C1CC2c3ccccc3CCN2C(=O)CN1Cc1ccccc1 (stereo unspecified) | 1% | ? | 8 | 28% | / | 21% | 0% | i | /
COc1ccc(S(=O)(=O)N(CC(C)C)C2CCS(=O)(=O)C2)cc1OC (stereo unspecified) | -9% | -4% | -10 | -3% | 2% | 15% | -2% | i | ?
CC(C)Nc1ccc(C(CC(N)=O)NC(=O)c2ccccc2)cc1[N+](=O)[O-] (stereo unspecified) | 1% | 10% | -11 | 0% | -5% | 6% | 4% | ? | 3%
Nc1c(C(=O)Nc2ccccc2)sc2nc(N3CCOCC3)c3c(c12)CCCC3 | / | 0% | -18 | -20% | / | -4% | -11% | / | /
CNc1cccc2c1C(=O)c1ccccc1C2=O | 0% | -1% | -52* | ? | -1% | -1% | -7% | i | -1%
Cc1ccc(/C=C\c2nccc3c2[nH]c2ccccc23)cc1 | 9%[11.3 µM] | -28% | -26 | 0%&0% | 21µM* | ? | 0%&0% | i | 9.2µM*
FC(F)(F)c1cc(C(F)(F)F)c2ccc(N3CCN(c4ccccc4)CC3)nc2n1 | 4% | 11% | 12 | 3% | -1% | 4% | 9% | i | 6%
O=C1CCC(=O)N1CN(Cc1ccco1)CN1C(=O)CCC1=O | -2% | -7% | 6 | 29% | 2% | -7% | 6% | i | 2%
Cc1ccc(NC(=S)N(Cc2ccc(Br)cc2)Cc2ccc(C(=O)O)cc2)cc1C | 9% | -19% | -4 | -1% | -4% | -20% | 5% | i | 13%
COC(=O)c1ccccc1NC(=S)N(Cc1ccc2c(c1)OCO2)Cc1cc2cc(C)ccc2[nH]c1=O | 3% | 0% | -15 | 6% | 4% | -13% | 3% | i | -7%
CC(=O)C1=C(C)NC(=O)CC1c1ccc(F)cc1 (stereo unspecified) | -24% | 8% | 10 | -2% | 2% | 16% | 18% | i | -3%
CCN1C(=O)[C@@H]2[C@@H](c3ccc(SC4CCCCC4)cc3)N3CCC[C@@]3(C(=O)OC)[C@@H]2C1=O | -4% | -1% | -2 | 3% | -3% | 8% | ? | i | 14%
CC(C)Oc1ccc(CNC(=O)c2ccc(NC(=O)c3nsc4ccccc34)cc2)cc1 | 29% | / | / | 4% | / | / | -8% | i | /
COc1ccc(OC)c(NC(=O)C2CCCN(S(C)(=O)=O)C2)c1 (stereo unspecified) | 1% | 2% | 4 | 20% | -5% | 10% | 13% | i | -3%
COC(=O)c1ccc(OC)c(CN2CCCN(Cc3ccc(F)cc3)S2(=O)=O)c1 | -26% | 1% | -26 | -9% | / | 0% | -1% | i | /
Cc1cc(Cl)ccc1NS(=O)(=O)c1c(C(=O)N2CCCCCC2)c(C)n(C)c1C | -1% | / | / | 11% | / | / | -3% | i | /
Cc1ccc(S(=O)(=O)CC(=O)NCc2ccc(Cl)cc2)cc1 | 11% | 0% | 0 | ? | 3% | 2% | 1% | i | 2%
CCCN(CC(=O)Nc1c(C)cccc1CC)C(=O)SCC | -3% | 1% | 10 | -8% | 5% | 0% | -1% | i | 21%
CCN1CCN(c2sc(S(=O)(=O)CC)nc2S(=O)(=O)c2ccc(C)cc2)CC1 | / | 3% | -28 | ? | / | -5% | -1% | i | /
CCOC(=O)N1CCC2(CC1)CC(=O)c1c(ccc3oc(C(=O)O)c(C)c13)O2 | 17% | 17% | 4 | 27% | 3% | 18% | 21% | i | -3%
Cc1ccc(CN2CC(C(=O)Nc3ccc(S(=O)(=O)Nc4cc(C)nc(C)n4)cc3)CC2=O)cc1 (stereo unspecified) | 2% | 16% | 43 | -8% | -5% | 14% | 12% | i | -2%
NC1=NC2(CCC(c3ccccc3)CC2)n2c(nc3ccccc32)N1 (stereo unspecified) | -1% | 21µM* | -54* | 20% | ? | ? | ? | i | ?
